Screening data from PubChem.
BAZ2B inh – inhibitors of human BAZ2B bromodomain | AID 504333 | 360,000 tested, 4.4% active | Potency, µM (series often up to 114 µM), inactives show at the highest dose activity change, negative = inhibition, usual class: inhibitors | AlphaScreen BAZ2B-H3K14Ac peptide displacement; note: % is set by controls: 0 for no effect and ±100 for the full control effect; nearly all actives have a fitted effect of over 60% in size
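Protein-peptide AlphaScreen: BAZ2B 50 nM, b-H3K14Ac 50 nM, 1x PBS pH 7.4 + 0.01% Tween-20. Preincubation 30 min RT; cpd 30 min RT (top 110 uM); beads 20 min RT, light-protected.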
BLM inh – blocks DNA unwinding by human BLM helicase; recombinant BLM DNA unwinding, fluorescence dequenching; Potency, µM (series often up to 56.1 µM), inactives show top-dose activity change, negative = inhibition, usual class: inhibitors; P54132; 350,000 tested, 0.2% active;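 note: plate controls were vehicle for no effect and no enzyme for full effect; nearly all actives have a fitted effect of over 35% in size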
Pol iota inh – blocks human DNA polymerase iota activity; 390,000 tested, 1% active; Potency, µM (titrated, usually from 115 µM), without a hit: at the highest dose activity, negative = inhibition, hits mostly inhibitors; Pol iota fluorescent replication assay, 10 min; AID 588590; Q9UNA4
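Fluorescent replication assay read twice, at 0 min and 10 min after adding 50 nM (final) substrate. Enzyme (10 nM) and compounds were first incubated 15 min at room temperature; enzyme-free buffer wells were negative controls.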
Pol beta inh – inhibitors of human DNA polymerase beta. Pol beta primer extension/strand displacement, fluorescence kinetic. P06746. 340,000 tested, 1.3% active. Potency, µM (highest dose often 114 µM), for the others: at the highest dose activity change, negative = inhibition, most hits filed as inhibitors; note: % is set by controls: 0 for no effect and ±100 for the full control effect
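Kinetic readout of DNA synthesis with strand displacement by Pol beta. Compound and 10 nM enzyme sit 15 min at room temperature; 50 nM substrate starts the reaction, read immediately and at 10 min.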
POLK inh – blocks human DNA polymerase kappa activity; 400,000 tested, 0.53% active; AID 588579; purified Pol kappa, fluorescent DNA synthesis assay, 10 min; Potency, µM (top dose mostly 107 µM), without a hit: at the highest dose activity, negative = inhibition, hits mostly inhibitors; Q9UBT6; note: % is set by controls: 0 for no effect and ±100 for the full control effect
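Kinetic fluorescence screen: compound preincubated 15 min RT with 10 nM enzyme; 50 nM substrate (final) initiates; reads at 0/10 min.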
G9a inh – inhibitors of human histone lysine methyltransferase G9a | Q96KQ7 | G9a H3K9 monomethylation, AlphaScreen, 2 h | Potency, µM (highest dose often 102 µM), for the others: top-dose activity, negative = inhibition, usual class: inhibitors | 350,000 tested, 8.8% active | AID 504332; note: % is set by controls: 0 for no effect and ±100 for the full control effect; nearly all actives have a fitted effect of over 75% in size
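Readings reflect AlphaScreen signal from monomethyl-H3K9 antibody detection. HMT at 20 nM; substrate b-H3K9 500 nM; cofactor SAM 20 uM; 2 h RT reaction; compounds tested as titrations in qHTS with 15 min preincubation.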
POLH inh – blocks human DNA polymerase eta activity; 390,000 tested, 1.2% active; AID 588591; recombinant Pol eta, fluorescent DNA replication assay; Q9Y253; Potency, µM (highest dose often 114 µM), for the others: at the top dose activity change, negative = inhibition, hits mostly inhibitors; note: % is set by controls: 0 for no effect and ±100 for the full control effect
Target sequence (Q9Y253 whole entry, looked up): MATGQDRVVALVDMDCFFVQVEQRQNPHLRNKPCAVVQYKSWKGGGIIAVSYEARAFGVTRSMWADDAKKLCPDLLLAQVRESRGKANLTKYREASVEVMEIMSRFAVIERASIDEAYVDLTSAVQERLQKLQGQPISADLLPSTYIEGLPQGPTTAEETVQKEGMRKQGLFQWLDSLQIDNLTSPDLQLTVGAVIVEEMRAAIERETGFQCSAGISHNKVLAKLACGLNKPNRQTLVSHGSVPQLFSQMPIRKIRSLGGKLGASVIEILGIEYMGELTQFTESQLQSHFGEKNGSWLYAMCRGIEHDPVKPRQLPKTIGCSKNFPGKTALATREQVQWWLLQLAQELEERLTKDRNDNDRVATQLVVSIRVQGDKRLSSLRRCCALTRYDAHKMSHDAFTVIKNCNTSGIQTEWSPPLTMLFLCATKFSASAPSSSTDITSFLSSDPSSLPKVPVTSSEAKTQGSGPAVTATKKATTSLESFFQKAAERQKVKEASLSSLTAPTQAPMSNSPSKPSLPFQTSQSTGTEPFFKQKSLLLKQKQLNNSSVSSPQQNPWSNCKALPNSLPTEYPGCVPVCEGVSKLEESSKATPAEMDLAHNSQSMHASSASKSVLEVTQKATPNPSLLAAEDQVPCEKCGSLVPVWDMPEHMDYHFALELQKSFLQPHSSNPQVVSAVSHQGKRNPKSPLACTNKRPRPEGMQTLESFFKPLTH
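Pol eta (10 nM) was preincubated with compounds for 15 min at room temperature, after which fluorescent replication substrate (50 nM final) was added to start the reaction. Fluorescence was read kinetically at 0 and 10 min.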
APEX1 inh – blocks human APE1 abasic DNA cleavage. AID 2517. P27695. recombinant APE1, TAMRA/BHQ-2 abasic DNA cleavage fluorescence. Potency, µM (highest dose often 65.8 µM), for the others: top-dose activity change, negative = inhibition, actives largely listed as inhibitors. 350,000 tested, 0.35% active;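 note: plate controls were vehicle for no effect and reference inhibitor for full effect; nearly all actives have a fitted effect of over 55% in size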
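Quantitative HTS: incision of a TAMRA/BHQ-2 double-stranded substrate bearing a tetrahydrofuran abasic site by 0.75 nM APE1 raises fluorescence. Substrate 50 nM final, added after 15 min compound preincubation at room temperature; progress as third-minus-first kinetic read difference.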
Apoferritin bind – candidate novel general anesthetic via apoferritin binding. AID 485281. Potency, µM (top dose mostly 77.5 µM), for inactives: at the top dose activity change, negative = displacement, actives largely listed as inhibitors. P02791. apoferritin/1-aminoanthracene competitive binding, fluorescence. 350,000 tested, 0.074% active; note: % is set by controls: 0 for no effect and ±100 for the full control effect; nearly all actives have a fitted effect of over 20% in size
Target sequence (P02791 2-175 limits assumed): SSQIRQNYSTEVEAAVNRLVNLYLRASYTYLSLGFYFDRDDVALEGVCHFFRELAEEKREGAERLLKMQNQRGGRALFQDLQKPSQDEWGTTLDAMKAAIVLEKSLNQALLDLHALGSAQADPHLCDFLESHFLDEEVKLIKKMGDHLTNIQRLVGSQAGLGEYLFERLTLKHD
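Probe: 1-aminoanthracene (50% saturated, PBS). Protein: horse-spleen apoferritin, 10 uM. Incubation: 10 min, room temperature. Detection: 380 nm excitation, 535 nm emission. Analysis: normalized response, four-parameter Hill.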
An asterisk follows results filed as active; [ ] = another dose, or the depositor's remark. Calls come from the whole dose curve; as a rule, active = well fitted curve in the direction sought with a large enough effect; inconclusive = small, poorly fitted or top-dose-only effect, or another doubt; inactive = no such curve, though single readings can be large; an effect the other way counts as inactive or inconclusive. Potency is the fitted concentration of half-maximal effect. Only part of the results is shown, so the mix of outcomes need not match the whole.

For CC(=O)c1cccc(NC(=O)N2CCCC2C(=O)NCCc2ccccc2)c1 (stereo unspecified) the results were BAZ2B inh 12%, BLM inh -1%, Pol iota inh -3%, Pol beta inh 37%, POLK inh -10%, G9a inh 37%[59 µM], POLH inh -13%, APEX1 inh 0% and Apoferritin bind -9%.
For N#CC(=C=[N-])c1nc2ccccc2nc1-[n+]1cccc(NC(=O)c2ccc(F)cc2)c1 the results were BAZ2B inh -28%, BLM inh -6%, Pol beta inh -3%, G9a inh -30%, APEX1 inh -1% and Apoferritin bind 0%.
`COCCNC(=O)c1cccc(OC2CCN(Cc3ccccc3OC(F)F)CC2)c1` gave BAZ2B inh 7%, BLM inh 2%, Pol iota inh 40%[activator], Pol beta inh 61%, POLK inh 2%, POLH inh -20%, APEX1 inh 4% and Apoferritin bind -2%.
Screening CCOC(=O)C1=C(C)N(c2ccc(Cl)cc2)C(=O)NC1c1cccc([N+](=O)[O-])c1 (stereo unspecified) returned BAZ2B inh -10%, BLM inh -5%, Pol iota inh inconclusive, Pol beta inh -4%, POLK inh -14%, G9a inh inconclusive, POLH inh -5%, APEX1 inh -8% and Apoferritin bind -6%.
CCN1CCN(Cc2ccc(NC(=O)Nc3ccccc3)cc2)CC1 was read as BAZ2B inh 3%, BLM inh 1%, Pol iota inh -3%, Pol beta inh inconclusive, POLK inh 15%, G9a inh -15%, POLH inh -6%, APEX1 inh 2% and Apoferritin bind -3%.
Screening CCCCCCOC(=O)NCC(O)c1ccccc1 (stereo unspecified) returned BLM inh -4%, Pol iota inh -4%, Pol beta inh 7%, POLK inh 4%, G9a inh -3%[59 µM], POLH inh -16%, APEX1 inh -2% and Apoferritin bind inconclusive.
CCOc1ccc(S(=O)(=O)Nc2ccc(Cl)cn2)c(C)c1C was read as BAZ2B inh 9%, BLM inh -2%, Pol iota inh 7%, Pol beta inh -1%, POLK inh 0%, G9a inh -5%[59 µM], POLH inh -5%, APEX1 inh 0% and Apoferritin bind -22%.
Screening Cc1cc(C)cc(NC(=S)NC(=O)C2CC2)c1 returned BAZ2B inh -7%, BLM inh -9%, Pol iota inh 24%, Pol beta inh 4%, POLK inh -1%, G9a inh -23%, POLH inh -10%, APEX1 inh 21% and Apoferritin bind -21%.
For O=C(CSc1nc2ccccc2c(=O)[nH]1)Nc1ccccc1N1CCOCC1 the results were BAZ2B inh 3%, BLM inh 1%, Pol iota inh 99%[activator], Pol beta inh 10%, POLK inh -10%, G9a inh -7%, POLH inh -11%, APEX1 inh 8% and Apoferritin bind -5%.
Screening CCN1C(=O)[C@@H]2[C@H](C1=O)[C@@H]1C(=O)Nc3ccccc3C(=O)N1[C@@H]2c1cccc(C)c1 returned BAZ2B inh 12%, Pol iota inh 20%, POLK inh -5%, G9a inh 3%[2.33 µM], POLH inh -13% and APEX1 inh -10%.
`COc1ccc(N(Cc2cc3cccc(C)c3[nH]c2=O)C(=O)c2cccc(Cl)c2)cc1` gave BAZ2B inh inconclusive, BLM inh -8%, Pol iota inh -5%, Pol beta inh 5%, POLK inh -4%, G9a inh -45%[59 µM], POLH inh -18% and Apoferritin bind -1%.
Screening Cc1[nH]c2ccccc2c1C(O)CN1CCN(c2cccc(C(F)(F)F)c2)CC1 (stereo unspecified) returned BAZ2B inh 40µM*, BLM inh 0%, Pol iota inh 0%, Pol beta inh -26%, POLK inh -11%, G9a inh 56µM*, POLH inh -12%, APEX1 inh inconclusive and Apoferritin bind -15%.
CCN(Cc1ccccc1)S(=O)(=O)CCNC(=O)c1ccc(OC)cc1 was read as BAZ2B inh -5%, Pol iota inh 77%[activator], POLK inh 8%, G9a inh -50%, POLH inh -22% and APEX1 inh -11%.
Screening CCn1nnc(-c2ccccc2NC(=O)c2cc(OC)cc(OC)c2)n1 returned BLM inh -4%, Pol iota inh 10%, Pol beta inh 8%, POLK inh -5%, G9a inh 0%[59 µM], POLH inh 2%, APEX1 inh 3% and Apoferritin bind -13%.
For CSCCC(NC(=O)c1ccccc1Cl)C(=O)NNC(=O)c1ccccc1O (stereo unspecified) the results were BAZ2B inh 3%, Pol iota inh 10%, POLK inh -7%, G9a inh -2%, POLH inh -11% and APEX1 inh 3%.
`CNC(=O)c1cccc(N2CCCC2=O)c1` gave BAZ2B inh 8%, BLM inh 1%, Pol iota inh 0%, Pol beta inh 7%, POLK inh -10%, G9a inh -31%[2.33 µM], POLH inh 6%, APEX1 inh -4% and Apoferritin bind 8%.
`CCC(=O)N1CCN(c2cc(NCC3CCCO3)c(F)cc2[N+](=O)[O-])CC1` (stereo unspecified) gave BAZ2B inh -3%, BLM inh -4%, Pol iota inh 92%[activator], Pol beta inh inconclusive, POLK inh 8%, G9a inh 19%, POLH inh -13%, APEX1 inh 2% and Apoferritin bind -17%.
`O=C(c1cc(-c2ccccc2O)on1)N1CCCC1` gave BAZ2B inh 5%, BLM inh 3%, Pol iota inh 65%[activator], Pol beta inh 23%, POLK inh 4%, G9a inh -6%, POLH inh -18%, APEX1 inh -5% and Apoferritin bind -8%.
For CC(NC(=O)Cn1nc(C(F)(F)F)c2c1CCC2)c1ccccc1 (stereo unspecified) the results were BAZ2B inh 3%, BLM inh -2%, Pol iota inh -11%, Pol beta inh 21%, POLK inh 6%, G9a inh 23%[12.7 µM], POLH inh -9%, APEX1 inh -2% and Apoferritin bind -15%.
Cc1onc(-c2ccccc2)c1C(=O)NCc1ccccn1 was read as BAZ2B inh -1%, BLM inh 0%, Pol iota inh -5%, Pol beta inh 7%, POLK inh 5%, G9a inh 93%[activator][59 µM], POLH inh -11%, APEX1 inh 1% and Apoferritin bind -3%.

Filtered by structure, the entries above containing an NH in an aromatic ring.
For O=C(CSc1nc2ccccc2c(=O)[nH]1)Nc1ccccc1N1CCOCC1 the results were BAZ2B inh 3%, BLM inh 1%, Pol iota inh 99%[activator], Pol beta inh 10%, POLK inh -10%, G9a inh -7%, POLH inh -11%, APEX1 inh 8% and Apoferritin bind -5%.
`COc1ccc(N(Cc2cc3cccc(C)c3[nH]c2=O)C(=O)c2cccc(Cl)c2)cc1` gave BAZ2B inh inconclusive, BLM inh -8%, Pol iota inh -5%, Pol beta inh 5%, POLK inh -4%, G9a inh -45%[59 µM], POLH inh -18% and Apoferritin bind -1%.
Screening Cc1[nH]c2ccccc2c1C(O)CN1CCN(c2cccc(C(F)(F)F)c2)CC1 (stereo unspecified) returned BAZ2B inh 40µM*, BLM inh 0%, Pol iota inh 0%, Pol beta inh -26%, POLK inh -11%, G9a inh 56µM*, POLH inh -12%, APEX1 inh inconclusive and Apoferritin bind -15%.

Looked up by structure from the entries so far (two):
For CC(NC(=O)Cn1nc(C(F)(F)F)c2c1CCC2)c1ccccc1 (stereo unspecified) the results were BAZ2B inh 3%, BLM inh -2%, Pol iota inh -11%, Pol beta inh 21%, POLK inh 6%, G9a inh 23%[12.7 µM], POLH inh -9%, APEX1 inh -2% and Apoferritin bind -15%.
`O=C(c1cc(-c2ccccc2O)on1)N1CCCC1` gave BAZ2B inh 5%, BLM inh 3%, Pol iota inh 65%[activator], Pol beta inh 23%, POLK inh 4%, G9a inh -6%, POLH inh -18%, APEX1 inh -5% and Apoferritin bind -8%.

Following part:
`Cn1c(=O)c2c(ncn2CC(=O)OCc2ccccc2)n(C)c1=O` gave BAZ2B inh 14%, BLM inh 3%, Pol iota inh 38%[activator], Pol beta inh 1%, POLK inh 5%, G9a inh inconclusive, POLH inh 6%, APEX1 inh -2% and Apoferritin bind -7%.
Screening Cc1cc(C)cc(OCCCn2c(CCNC(=O)C3CCCCC3)nc3ccccc32)c1 returned BAZ2B inh -11%, BLM inh -18%, Pol iota inh inconclusive, Pol beta inh -12%, POLK inh -40%, G9a inh 0%[59 µM], POLH inh -27% and Apoferritin bind 41%[activator].
Fc1cc(F)c(F)c(SCCc2ccncc2)c1F was read as BAZ2B inh -19%, BLM inh 2%, Pol iota inh 18%, Pol beta inh 1%, POLK inh -6%, G9a inh inconclusive, POLH inh 1%, APEX1 inh 2% and Apoferritin bind inconclusive.
Cc1ccc(C(=O)N2CCN(Cc3ccccc3)CC2)o1 was read as BAZ2B inh -12%, BLM inh -3%, Pol iota inh -6%, Pol beta inh 17%, POLK inh -8%, G9a inh 23%, POLH inh -13%, APEX1 inh 12% and Apoferritin bind -4%.
For COc1ccccc1N1CCN(C(=O)c2ccc(C(C)(C)C)cc2)CC1 the results were BAZ2B inh -4%, BLM inh -5%, Pol iota inh inconclusive, Pol beta inh inconclusive, POLK inh -11%, G9a inh 12%[59 µM], POLH inh -26%, APEX1 inh -1% and Apoferritin bind inconclusive.
For Cc1ccc(S(=O)(=O)N2CCOCC2)cc1C(=O)NCc1cccs1 the results were BAZ2B inh -27%, BLM inh -2%, Pol iota inh 32%[activator], Pol beta inh inconclusive, POLK inh -7%, G9a inh 10%, POLH inh -13%, APEX1 inh 4% and Apoferritin bind -4%.
For CC[C@@H](C)[C@@H](O)[C@H](C)C(=O)[C@H](C)/C=C(\C)C[C@H](C)[C@@H]1OC(=O)[C@H]1CC the results were BLM inh 5%, POLK inh inconclusive, APEX1 inh -8% and Apoferritin bind -8%.
`COC(=O)c1nc(NC(=O)c2ccc(Br)cc2)n[nH]1` gave BAZ2B inh -1%, BLM inh 0%, Pol iota inh -3%, Pol beta inh 13%, POLK inh -12%, G9a inh -46%[59 µM], POLH inh -3%, APEX1 inh 3% and Apoferritin bind -6%.
`CCCC(C)NC(=O)COc1ccc(S(=O)(=O)c2ccc(OCC(=O)NC(C)CCC)cc2)cc1` (stereo unspecified) gave BAZ2B inh 18%, BLM inh -6%, Pol iota inh 5%, Pol beta inh 11%, POLK inh -4%, G9a inh 5%[59 µM], POLH inh -8%, APEX1 inh 1% and Apoferritin bind -8%.
